# Screening results as filed in PubChem BioAssay.
# CAL PDZ inh: human CAL PDZ-peptide interaction inhibition; purified CAL PDZ, TMR-peptide fluorescence polarization, 1 h; inhibition, % at 20 µM; 330,000 compounds, 0.02% hits;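 active = highest replicate inhibition of at least 40%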;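 also: plate controls were DMSO neutral control wells for no effect and unlabeled competitor peptide control wells for full effect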
#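 System: tagged CAL PDZ domain. Schedule: 1 h room-temperature incubation prior to read. Signal: fluorescence polarization (mP). Measure: percent inhibition from loss of millipolarization.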
# PfHsp90 yeast 2: growth inhibition of yeast expressing Plasmodium Hsp90 | S. cerevisiae expressing PfHsp90, BacTiter-Glo ATP, 48 h; yeast lacking PDR1 and PDR3 efflux regulators | inhibition, % at 9.4 µM | 310,000 compounds, 0.32% hits;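 active = every replicate shows inhibition above about 80%, whatever the replicate mean, limit read from the data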;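 also: 0% = DMSO neutral controls and 100% = 20 µM radicicol positive controls; yeast relying on Plasmodium falciparum Hsp90 in place of its own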
# AddAB inh: less growth of phage-infected E. coli with AddAB. E. coli expressing H. pylori AddAB, absorbance growth. inhibition, % at 11.9 µM. 330,000 compounds, 0.29% hits. AID 435030; in the data active = inhibition above about 12%;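 also: 0% = vehicle wells of infected cells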
# Wnt bcat act: Wnt/beta-catenin pathway activation; 300,000 compounds, 1.2% hits; AID 743398; Wnt/beta-catenin reporter cell assay, activator, plate reader; activation, % at 9.35 µM; in the data active = activation above about 30%, passing the limit was not always enough;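 also: 0% = neutral control wells and 100% = positive control wells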
# Rtt109 Vps75: inhibitors of Candida albicans Rtt109/Vps75 histone acetyltransferase; inhibition, % at 34.9 µM; AID 540336; purified Rtt109/Vps75, ThioGlo CoA-SH fluorescence, 4 h; Q5AAJ8; 330,000 compounds, 0.16% hits;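 active = inhibition of at least 50% in every replicate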
# Target sequence (Q5AAJ8 whole entry, looked up): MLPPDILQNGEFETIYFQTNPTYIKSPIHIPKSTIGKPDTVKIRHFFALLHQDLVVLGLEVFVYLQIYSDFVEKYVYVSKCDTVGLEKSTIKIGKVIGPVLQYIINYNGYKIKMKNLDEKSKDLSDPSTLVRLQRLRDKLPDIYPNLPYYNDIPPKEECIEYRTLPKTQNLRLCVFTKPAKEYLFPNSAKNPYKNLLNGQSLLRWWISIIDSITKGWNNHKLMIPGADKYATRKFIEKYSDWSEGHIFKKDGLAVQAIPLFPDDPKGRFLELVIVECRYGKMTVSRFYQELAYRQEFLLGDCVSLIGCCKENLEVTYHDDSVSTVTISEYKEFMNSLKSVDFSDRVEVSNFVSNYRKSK
# DAGLB inhibitor: diacylglycerol lipase beta (human) inhibition. Q8NCG7. HEK293T DAGLB membrane lysate, EnzChek fluorogenic substrate. inhibition, % at 5.17 µM. 340,000 compounds, 0.059% hits; in the data active = inhibition above about 34%;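 also: 0% = enzyme with vehicle and 100% = wells lacking enzyme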
# Target sequence (Q8NCG7 whole entry, looked up): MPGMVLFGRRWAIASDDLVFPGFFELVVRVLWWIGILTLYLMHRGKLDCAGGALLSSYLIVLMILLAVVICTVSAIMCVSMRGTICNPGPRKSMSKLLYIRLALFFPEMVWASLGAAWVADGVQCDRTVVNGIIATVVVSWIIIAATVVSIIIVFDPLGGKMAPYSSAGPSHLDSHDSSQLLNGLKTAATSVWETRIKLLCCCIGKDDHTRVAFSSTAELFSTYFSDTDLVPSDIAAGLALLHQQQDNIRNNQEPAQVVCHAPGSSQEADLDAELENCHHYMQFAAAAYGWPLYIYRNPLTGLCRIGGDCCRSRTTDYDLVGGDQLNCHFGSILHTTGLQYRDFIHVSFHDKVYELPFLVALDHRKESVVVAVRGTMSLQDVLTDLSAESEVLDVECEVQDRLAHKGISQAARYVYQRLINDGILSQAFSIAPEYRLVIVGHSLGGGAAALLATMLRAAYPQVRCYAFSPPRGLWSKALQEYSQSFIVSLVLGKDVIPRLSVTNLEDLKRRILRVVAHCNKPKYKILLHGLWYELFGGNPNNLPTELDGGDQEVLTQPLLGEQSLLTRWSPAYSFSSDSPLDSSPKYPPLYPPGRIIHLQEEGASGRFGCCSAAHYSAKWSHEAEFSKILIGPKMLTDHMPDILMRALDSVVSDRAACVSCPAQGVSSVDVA
# PvdQ acylase: P. aeruginosa PvdQ acylase inhibition | inhibition, % at 10 µM | purified PvdQ acylase, fluorescence plate reader | 340,000 compounds, 0.063% hits; in the data active = inhibition above about 30%, passing the limit was not always enough;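 also: 0% = vehicle neutral wells and 100% = reference inhibitor wells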
# phage Ecoli inh: E. coli growth loss with phage present; growth absorbance; inhibition, % at 11.9 µM; 360,000 compounds, 0.26% hits; in the data active = inhibition above about 11%
# Ecoli viability: counter-screen for AddAB inhibitors: E. coli growth inhibition. inhibition, % at 11.9 µM. AID 449728. E. coli V3065 growth, OD600 absorbance, 18 h. 330,000 compounds, 0.27% hits;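 active = inhibition above the campaign's mean inhibition across all tested compounds plus 3 SD, cut at about 9.9% in these data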;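 also: uninfected addAB+ strain grown without phage in ampicillin broth; 0% = DMSO wells and 100% = ciprofloxacin 0.95 µg/ml wells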
# Tat transport: E. coli Tat transport inhibition | 340,000 compounds, 0.036% hits | inhibition, % at 10 µM | E. coli MC4100 TorA-mCherry Tat export, fluorescence;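 active = mean replicate inhibition at least 50% and at least half of replicates individually reaching 50%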;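 also: exported cargo escapes ClpAP degradation while cytoplasmic cargo is degraded and loses fluorescence; 0% = median of neutral control wells and 100% = median of NaSCN control wells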
# * hit, by the source's call; x = not tested or not shown.
structure	CAL PDZ inh	PfHsp90 yeast 2	AddAB inh	Wnt bcat act	Rtt109 Vps75	DAGLB inhibitor	PvdQ acylase	phage Ecoli inh	Ecoli viability	Tat transport
CC(C)c1nccn1CCC(=O)O	-0.9	x	1.8	-3	-10	3	-2	4.4	-0.2	7
COc1ccc(/C=N\NC(=O)c2ccccc2Br)cc1COc1ccc(F)cc1	-2.6	5	1.1	-3	3	-1	9	-2.1	1.2	1
COc1ccc(C2=Nn3c(nnc3-c3ccccc3C(F)(F)F)SC2)cc1OC1CCOC1 (stereo unspecified)	-2.8	8	5.1	5	4	2	-5	2.5	-1.0	-2
O=c1c(-c2ccco2)[n+]([O-])c2ccccc2n1OCc1ccccn1	-1.0	-7	x	-2	-8	-2	-1	2.2	x	10
Cc1nn(CC(=O)NCCN2CCCCCC2)c(=O)c2nn(-c3ccccc3)c(C)c12	-0.4	-28	0.5	-3	5	2	-11	3.6	-1.1	4
COC(=O)C(C)N(C#N)c1nc(NC(C)C)nc(SC)n1 (stereo unspecified)	-0.4	15	2.5	0	1	1	-4	2.2	-2.2	4
COc1ccc(-c2nnc(SC(C)C(=O)NC3CC3)o2)cc1 (stereo unspecified)	0.1	-24	-0.7	1	15	-1	2	5.0	-0.7	-1
N#Cc1cccc(NC(=O)COC(=O)C2CCC2)c1	-0.5	3	0.8	0	-8	2	-1	1.3	-1.8	3
O=C(CSc1n[nH]c(-c2cccnc2)n1)Nc1ccc([N+](=O)[O-])cc1Br	-1.9	0	-0.2	-2	4	-3	-3	0.6	-1.9	-8
COc1ccc(CCNC(=O)CSc2nc3[nH]ncc3c(=O)n2-c2cccc(C(F)(F)F)c2)cc1OC	-0.7	7	-1.0	-1	2	-2	-10	1.5	2.6	-3
COc1ccc(OC)c(-n2c(=S)[nH]c3cc(C(=O)N4CCN(c5ccccc5)CC4)ccc3c2=O)c1	-0.7	-6	-1.7	-1	7	2	-8	2.1	-0.8	5
Cc1c(NC(=O)c2cc(C(C)C)on2)c(=O)n(-c2ccccc2)n1C	x	12	-0.5	0	-6	-4	-12	x	-4.2	26
CN1C(=O)C2(C(C#N)=C(N)Oc3n[nH]c(-c4ccc(Cl)cc4)c32)c2ccccc21 (stereo unspecified)	-0.7	-5	0.1	-1	-18	0	10	3.6	-0.6	-1
Cc1ccc(-c2cc3onc(-c4ccccc4)c3c(=O)n2C)cc1	-1.8	-2	0.0	-5	-2	-11	-3	0.9	0.8	1
CCN1CNC(=S)N(c2cc(C)ccc2C)C1	0.4	x	7.1	x	-10	1	-16	2.2	1.2	-6
CSc1ccccc1C(=O)Nc1ccc2c(c1)CCC2	-2.7	1	-1.9	30*	9	-4	0	2.5	-3.3	3
COc1ccc(N2CCN(C(=O)c3ccc(Cl)c(S(=O)(=O)N4CCCC4)c3)CC2)cc1	-0.1	2	2.1	-2	x	0	6	2.5	-0.3	-11
Cc1ccc(OCCC(=O)OCC(=O)NNC(=O)c2ccccc2)cc1	-0.9	x	3.9	-1	1	-2	-11	6.7	3.2	3
COc1ccc(CC(NC(C)=O)C(=O)NC2CCN(c3nnnn3-c3ccccc3)CC2)cc1 (stereo unspecified)	x	-4	1.6	-4	1	2	-9	-0.2	-2.3	-6
COc1ccc(NC(=O)c2cc(C)nn2-c2ccccc2)cc1	-0.9	-3	-1.7	11	3	-3	-13	-2.3	2.2	0
O=C(CSc1n[nH]c(=O)n1C1CC1)N1N=C(c2ccc(Cl)cc2)CC1c1ccco1 (stereo unspecified)	-2.5	-5	1.5	3	-4	2	-10	-0.9	-4.1	13
C=C(C1=CCN(S(=O)C(C)(C)C)[C@H]1CCO)c1ccccc1 (stereo partly specified)	-0.9	1	x	-3	1	-1	9	1.2	x	6
COc1ccc(C(=O)NC(C(=O)NCCc2ccc3c(c2)OCCO3)C(C)C)cc1 (stereo unspecified)	-0.2	2	0.2	-1	x	-2	1	2.5	-2.7	1
Cc1ccc(-c2nnn(CC(=O)N3CCCCC3)n2)cc1	-1.0	-15	0.5	1	3	-1	12	-1.8	0.2	0
CCOc1ccccc1C(=O)NCC(=O)NC(C)c1ccc(-n2ccnc2)cc1 (stereo unspecified)	-3.1	10	-2.6	1	0	1	-9	1.0	-2.8	13

# Compound profiles (already shown):
# Cc1ccc(OCCC(=O)OCC(=O)NNC(=O)c2ccccc2)cc1 is listed as CAL PDZ inh = -0.9; PfHsp90 yeast 2 = x; AddAB inh = 3.9; Wnt bcat act = -1; Rtt109 Vps75 = 1; DAGLB inhibitor = -2; PvdQ acylase = -11; phage Ecoli inh = 6.7; Ecoli viability = 3.2; Tat transport = 3
# Cc1nn(CC(=O)NCCN2CCCCCC2)c(=O)c2nn(-c3ccccc3)c(C)c12 is listed as CAL PDZ inh = -0.4; PfHsp90 yeast 2 = -28; AddAB inh = 0.5; Wnt bcat act = -3; Rtt109 Vps75 = 5; DAGLB inhibitor = 2; PvdQ acylase = -11; phage Ecoli inh = 3.6; Ecoli viability = -1.1; Tat transport = 4

# Carrying on.
structure	CAL PDZ inh	PfHsp90 yeast 2	AddAB inh	Wnt bcat act	Rtt109 Vps75	DAGLB inhibitor	PvdQ acylase	phage Ecoli inh	Ecoli viability	Tat transport
COc1ccc2c3c(cccc13)C(=O)N(O)C2=O	0.0	5	0.3	-2	-18	2	10	3.7	-0.5	-15
O=C(COC(=O)/C=C/c1ccc(C(F)(F)F)cc1)NC1CCS(=O)(=O)C1 (stereo unspecified)	-2.3	x	0.0	-1	2	-1	-7	2.9	-1.1	10
O=C(CC12CC3CC(CC(Br)(C3)C1)C2)Nc1nncs1	-1.1	44	4.2	-2	-1	0	0	0.4	0.8	9
COC(=O)c1ccc(NC(=O)Nc2ccc(F)cc2F)cc1	-1.4	2	4.7	-4	-2	-4	-9	7.3	0.0	-1
CSc1cccc(NC(=O)COc2ccccc2)c1	-2.5	-5	2.9	12	5	-7	2	3.7	0.4	-2
O=C(NCCn1cc(SCc2ccccc2F)c2ccccc21)c1c(F)cccc1F	-0.7	3	-2.9	3	1	-6	-8	1.3	-0.5	14
C=CCOc1ccc(CNn2cn[nH]c2=S)cc1OC	-3.2	32	2.5	-1	13	0	5	1.1	-0.9	-4
O=C(Nc1nnc(-c2ccccc2SCc2ccccc2F)s1)Nc1ccccc1F	0.1	x	3.7	x	2	2	-9	2.1	0.5	0
CC(=O)Nc1cccc(OCc2ccc(F)cc2)c1	-0.6	19	-1.6	1	1	1	0	2.7	-0.2	-9
C[C@@H]1CN([C@@H](C)CO)C(=O)c2cc(NC(=O)Nc3ccccc3)ccc2O[C@H]1CN(C)C(=O)Nc1cccc2ccccc12	-2.8	-7	0.6	x	0	0	-6	x	1.1	-8
Cn1c(=O)c2[nH]c(-c3ccccc3Cl)c(O)c2n(C)c1=O	-1.2	8	-0.3	x	4	-4	-16	3.6	-1.9	1
Cc1ccccc1NC(=S)NC12CN3CN(CN(C3)C1)C2	-2.6	21	0.0	4	12	0	-19	2.4	-0.9	0
c1ccc2[nH]c(CN3CCN(c4ncnc5c4oc4ccccc45)CC3)nc2c1	-3.2	-50	-0.2	0	3	0	-22	0.4	-1.1	1
C/C(=N\NC(=O)C(=O)Nc1ccc(C)c(Cl)c1)c1ccncc1	-1.3	-29	1.4	-7	7	-2	-19	3.2	1.7	1
CCCCN(C)CCCNC(=O)c1cc(-c2cccs2)nc2ccccc12	-2.6	13	-2.1	1	3	2	3	-3.0	-2.0	5
COc1ccc(N2CCN(C(=O)CSc3nnc4c5cc(C)ccc5n(C)c4n3)CC2)cc1	-6.3	10	3.2	x	-4	1	-5	0.8	-2.8	3
O=C(CCc1ccc(S(=O)(=O)N2CCOCC2)cc1)N1CCCC1	-1.9	1	3.0	x	-8	1	-9	3.4	1.3	-5
CCCCCCCCCCCC1=C(O)C(=O)C=C(O)C1=O	0.0	-7	2.9	x	1	19	-4	x	-4.3	-8
COc1ccc(N(C(=O)c2snc(C(N)=O)c2N)C(C(=O)NCc2ccc(F)cc2)c2ccc(O)cc2)cc1 (stereo unspecified)	-1.9	-16	5.8	-1	11	4	-12	-1.0	1.3	1
O=C1NC(=O)C(c2ccc(F)cc2)N1 (stereo unspecified)	-2.0	29	5.5	0	-19	-2	-19	2.2	2.5	-8
O=C(Cc1c(O)c2ccccc2oc1=O)c1ccc(F)cc1	-0.9	-7	0.6	28	3	-1	-11	4.1	-1.5	1
Cc1cc(C(=O)NC2CCCc3c2cnn3-c2ccc(C)c(C)c2)n(C)n1 (stereo unspecified)	-3.8	-22	0.8	1	-4	0	-21	-0.5	-1.6	4
Cc1cc(=O)n2nc(N3CCC(C(=O)NC(C)c4ccccc4)CC3)sc2n1 (stereo unspecified)	-0.3	x	-0.4	-3	-13	-2	-2	-0.1	-1.3	-3
O=C(COC(=O)c1ccc(Cl)c(S(=O)(=O)N2CCc3ccccc3C2)c1)Nc1ncc(Cl)cc1Cl	-0.1	23	1.5	0	0	-2	-3	4.0	0.3	-3
COCCN(CCOC)C(=S)Nc1ccccc1Cl	0.3	21	2.7	0	4	-6	7	5.2	-0.1	2

# 3 compounds already listed, arranged by their value in AddAB inh, descending:
SMILES | AddAB inh
COCCN(CCOC)C(=S)Nc1ccccc1Cl | 2.7
O=C(Cc1c(O)c2ccccc2oc1=O)c1ccc(F)cc1 | 0.6
CC(=O)Nc1cccc(OCc2ccc(F)cc2)c1 | -1.6

# (listing goes on)
structure	CAL PDZ inh	PfHsp90 yeast 2	AddAB inh	Wnt bcat act	Rtt109 Vps75	DAGLB inhibitor	PvdQ acylase	phage Ecoli inh	Ecoli viability	Tat transport
CCOC(=O)c1c(NC(=O)/C=C/C(=O)O)sc(C)c1-c1ccc(C)c(C)c1	-2.8	23	0.8	1	32	16	12	2.1	1.5	6
CN1CCN(C(=O)c2cc(Cl)cc(Cl)c2NC(=O)c2ccco2)CC1	-0.2	13	0.8	-6	-7	-3	-15	3.3	0.1	-4
CC(O)CNc1nc2c(c(=O)n(Cc3ccc(Cl)cc3)c(=O)n2C)n1C (stereo unspecified)	-1.6	7	0.2	-2	7	2	1	0.1	-0.4	4
Cc1cccc(NC(=O)C2CCCN(C(=O)Nc3ccc(F)cc3)C2)c1 (stereo unspecified)	-1.2	-10	1.9	-4	9	-2	-3	1.7	1.1	0
Cc1nc2c(C)cccc2c(SC(=N)N)c1CC=C(Cl)Cl	-1.3	10	0.9	2	16	-1	2	-0.8	0.8	-4
O=C(CCSCCC(=O)N1CCCC1)N1CCCC1	-0.8	x	4.6	-1	-31	0	-22	0.5	0.5	-4
CCn1cc(C(=O)O)c(=O)c2cc(S(=O)(=O)N(C)C)ccc21	-1.5	22	-0.2	x	-10	2	-10	4.6	-3.2	-8
CCOC(=O)c1cnc(-c2ccccc2O)nc1Cl	-1.0	-8	2.8	1	6	2	-3	1.8	-2.2	-5
O=C(CCCN1C(=O)CCC1=O)Nc1ccc2c(c1)OCCO2	-0.2	-31	0.3	1	4	-1	-1	-1.5	-0.1	3
